# From PubChem BioAssay
# GAA850 FXN act: increases GAA850 frataxin promoter reporter activity; activation, % at 6 µM; HEK293 lucGAA850 FXN promoter luciferase reporter, 24 h; percent of 10 µM SAHA response; 0.56% of 360,000 active;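 active = activation above the average of all compounds screened plus 3 SD, cutoff fixed separately per campaign, cut at about 7.5% in these data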;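 also: 0% = DMSO wells and 100% = 10 µM SAHA wells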
# hgDAF-12 ag: hgDAF-12 agonism, primary luciferase screen | HEK293 GAL4-hgDAF12 UAS-luciferase reporter, agonist luminescence; normalized to butyrate control | activation, % at 6.8 µM | 1.8% of 370,000 active | AID 687014;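 active = activation above a cutoff set at the mean of all screened compounds plus 3 SD, cut at about 10% in these data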;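 also: 0% = DMSO wells and 100% = sodium butyrate wells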
# ssDAF12 agonist: activators of S. stercoralis DAF-12 nuclear receptor; HEK293 ssDAF-12/GRIP1 lit1-tk-luc reporter, luminescence; % of 3 µM dafachronic acid response; activation, % at 6.8 µM; 1% of 370,000 active;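 active = activation above the mean over all tested compounds plus 3 SD, cut at about 0.9% in these data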;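 also: 0% = DMSO-only wells and 100% = 3 µM delta7-dafachronic acid wells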
# SMARCA2 activ: increases SMARCA2 function in MMTV reporter cells; MG213 cells, MMTV-luciferase reporter, dexamethasone, overnight; activation, % at 9.1 µM; 1% of 370,000 active; AID 652017; in the data active = activation above about 7.8%;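 also: 0% = vehicle wells and 100% = reference activator wells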
# hcDAF12 agonist: activators of H. contortus DAF-12 nuclear receptor; HEK293 hcDAF-12 lit1-tk-luc reporter, luminescence; 0% DMSO, 100% Δ7-dafachronic acid; activation, % at 6.8 µM; 1.4% of 370,000 active; AID 652067;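 active = activation above the mean of all tested compounds plus 3 SD, cut at about 5.5% in these data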;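 also: 100% = response to 3 µM Δ7-dafachronic acid high control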
# PG9 binder: PG9 antibody binding by small molecule; TR-FRET gp120-PG9 antibody binding; 0.43% of 360,000 active; AID 624416; inhibition, % at 6.7 µM; in the data active = inhibition above about 8.5%
# DAX1 inh-1: inhibits human nuclear receptor DAX1. P51843. inhibition, % at 6.75 µM. AID 504766. 0.99% of 340,000 active. HEK293 Gal4-DAX1 luciferase reporter, luminescence;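 active = inhibition above the mean over all tested compounds plus 3 SD, cut at about 4.2% in these data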;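 also: 0% = DAX1-transfected cells with DMSO and 100% = empty-vector control cells with DMSO; inhibition shows as a rise in luminescence from relieved DAX1 repression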
# Target sequence (P51843 207-470 limits assumed): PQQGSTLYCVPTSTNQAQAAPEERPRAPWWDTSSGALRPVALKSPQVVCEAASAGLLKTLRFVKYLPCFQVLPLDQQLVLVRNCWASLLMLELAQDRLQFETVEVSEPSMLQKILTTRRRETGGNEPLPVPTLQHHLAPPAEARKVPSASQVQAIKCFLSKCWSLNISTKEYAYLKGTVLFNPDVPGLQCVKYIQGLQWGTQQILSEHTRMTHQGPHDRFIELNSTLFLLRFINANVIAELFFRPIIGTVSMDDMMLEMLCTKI
# ADAM17 inh: ADAM17 inhibition, QFRET primary screen; 0.83% of 370,000 active; inhibition, % at 6.95 µM; P78536; recombinant ADAM17, EDANS/DABCYL FRET peptide cleavage;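 active = inhibition above the mean of compounds lying between control limits plus 3 SD, set per campaign, cut at about 8.5% in these data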;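 also: 0% = DMSO-only wells as the low control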
# GC-A act: GC-A (human) enzyme activation; activation, % at 10 µM; 0.14% of 370,000 active; HEK293 GC-A cells, cGMP TR-FRET, EC30 ANP; 0% at EC30 ANP, 100% saturating ANP; P16066; in the data active = activation above about 40%
# DAX1 inh-2: inhibitors of DAX1 repression of SF-1 activated StAR promoter. HEK293T StAR-luciferase reporter, SF-1/DAX-1 repression relief. inhibition, % at 6.8 µM. 1.1% of 370,000 active. AID 652010;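 active = inhibition above the mean over all tested compounds plus 3 SD, cut at about 3.6% in these data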;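 also: 0% = DAX-1 cells with DMSO and 100% = cells lacking DAX-1 with DMSO; higher inhibition means more luminescence from relief of DAX-1 repression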
# ADAM10 inh: inhibits human ADAM10. O14672. recombinant ADAM10, EDANS/DABCYL FRET peptide cleavage, 3 h. inhibition, % at 7 µM. 0.62% of 370,000 active. AID 720582;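 active = inhibition above a per-campaign cutoff equal to the mean of compounds falling between control-based bounds plus 3 SD, cut at about 20% in these data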;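 also: 0% = DMSO wells while the 100% control is not disclosed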
# Target sequence (O14672 214-748 limits assumed): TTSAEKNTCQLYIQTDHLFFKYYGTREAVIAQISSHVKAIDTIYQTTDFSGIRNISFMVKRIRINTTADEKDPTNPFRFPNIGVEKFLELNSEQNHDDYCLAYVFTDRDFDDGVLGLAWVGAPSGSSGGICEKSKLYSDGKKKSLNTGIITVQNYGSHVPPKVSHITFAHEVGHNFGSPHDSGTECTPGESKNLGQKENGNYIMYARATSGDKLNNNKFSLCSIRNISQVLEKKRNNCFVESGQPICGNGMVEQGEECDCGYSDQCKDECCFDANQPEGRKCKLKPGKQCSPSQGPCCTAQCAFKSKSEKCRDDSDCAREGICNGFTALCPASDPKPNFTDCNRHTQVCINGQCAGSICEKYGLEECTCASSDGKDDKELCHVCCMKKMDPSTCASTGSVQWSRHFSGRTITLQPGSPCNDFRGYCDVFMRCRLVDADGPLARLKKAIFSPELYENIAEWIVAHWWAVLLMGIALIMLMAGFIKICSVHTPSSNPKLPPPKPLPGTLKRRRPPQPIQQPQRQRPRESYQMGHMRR
# * marks the source's active call; other numbers are inactive results; i = inactive; . = no result given. Compounds were not picked by outcome. Share with any hit: about 6.8%.
SMILES,GAA850 FXN act,hgDAF-12 ag,ssDAF12 agonist,SMARCA2 activ,hcDAF12 agonist,PG9 binder,DAX1 inh-1,ADAM17 inh,GC-A act,DAX1 inh-2,ADAM10 inh
Cc1noc(C)c1COc1cccc(C(=O)Nc2ccccc2N2CCOCC2)c1,-0.6,-2.5,-1.5,-0.2,-1.1,-0.3,-0.8,0.9,-6.5,-0.7,3.1
O=C(N/C(=C/c1cccc(Br)c1)C(=O)N1CCOCC1)c1ccco1,1.3,1.7,-1.2,0.8,1.6,-1.0,0.3,-3.9,1.4,0.1,-11.6
CN(C)S(=O)(=O)c1ccc(NC(=O)CCNC(=O)c2ccco2)cc1,-0.1,0.6,-1.5,-1.1,-0.2,-0.3,0.1,-1.1,3.1,0.6,-3.5
Cc1cccc(Cn2nc(C(C)(C)C)cc2C(=O)N2CCOCC2)c1,1.8,-2.5,-1.0,-1.1,-1.3,0.9,0.1,-3.1,-3.8,0.1,-2.1
CN(C)C(CNC(=O)C1CCN(S(=O)(=O)c2cccc(C(F)(F)F)c2)CC1)c1ccccc1 (configuration not stated),0.2,0.5,-0.7,-1.0,-1.4,0.8,-0.5,1.1,1.7,0.5,-7.3
O=c1[nH]cc(Cc2ccccc2)c(=O)[nH]1,-0.8,7.2,-1.1,-3.4,-0.5,-1.3,1.6,-3.4,-1.6,0.9,-5.9
c1ccc2c(c1)CC1(CCCCC1)n1nnnc1-2,-3.4,-0.9,-1.8,-3.3,1.4,-0.6,-0.6,-1.4,-6.7,-1.7,2.9
CC(C)NCC(O)COc1c(F)cc(Br)cc1F (configuration not stated),-0.9,1.9,-0.2,-1.4,-0.9,1.2,0.6,-1.2,6.6,1.1,-7.0
Cc1c(Cl)cccc1NC(=O)CNC(=O)c1ccc2c(c1)OCCO2,1.3,0.1,-0.2,0.5,-0.9,0.9,-0.5,-1.9,1.8,0.8,-15.1
COc1ccc(C(=O)CSc2nnc3ccccn23)cc1OC,3.6,2.7,-1.4,1.1,-0.5,-0.7,-1.8,-2.1,0.5,0.2,-9.2
O=C(c1cc(F)c(F)cc1Cl)N1CCN(c2ccc([N+](=O)[O-])c3ncccc23)CC1,2.4,0.6,-1.7,3.0,0.3,0.2,-0.3,1.4,-3.7,0.1,8.2
O=C(NC12CC3CC(CC(C3)C1)C2)C1=COCCO1,1.2,0.2,-0.6,-2.4,-1.0,0.4,0.8,7.8,1.7,0.0,10.3
CCCCOc1ccc(N(CC(=O)NC(C)C)C(=O)CCC(=O)Nc2ccccn2)cc1,1.8,1.9,-1.6,-3.4,-0.4,-0.5,-0.4,-0.5,-6.0,0.2,2.3
O=C(Cc1ccc(Cl)cc1)NCC(=O)N1CCN(Cc2ccccc2)CC1,-0.6,-2.1,-1.2,-1.9,-2.3,-1.7,0.6,1.7,3.7,0.5,-8.2
O=C(NN=C1CCCCC1)c1cc(-c2ccccc2)n[nH]1,0.7,-1.1,-1.0,-3.1,-0.2,-0.3,0.6,-5.6,1.0,-0.1,-8.1
CCc1nnc(NC(=O)CCC(=O)N2CCN(c3ccccn3)CC2)s1,2.3,-0.1,-0.9,-2.8,2.2,-2.5,-1.3,-2.4,0.3,-0.3,-7.6
CCOC(=O)c1c(NS(=O)(=O)c2cccc(OC)c2)sc2c1CCC2,-6.0,-1.5,-1.9,-2.1,-0.9,-3.4,-0.9,-1.6,1.8,0.0,-3.3
COC(=O)C1=C(c2ccc(OC)cc2)OC(=O)C1(C)C,1.3,3.1,-0.8,-0.5,0.9,0.7,0.1,-1.6,2.9,-0.4,3.7
CCc1nc2ccc(C(=O)Nc3cccc(OCC(=O)N(C)C)c3)cn2c1N(C=O)Cc1ccc(OC)cc1,-1.7,0.9,-0.8,-1.8,-1.9,-1.5,.,0.8,-1.3,0.5,-3.0
Cc1ccc(S(=O)(=O)N2CCN(C(=O)CC(C)(C)C)CC2)cc1,0.6,0.9,-2.0,0.1,0.9,-1.1,-0.4,1.8,-5.2,-0.2,0.1
CCN(CC)C(=O)[C@H]1CC(CC(=O)NCCCN(C)C)C(=O)N2CCc3c([nH]c4ccc(OC)cc34)[C@]12C (some centres not stated),3.6,-0.3,-0.7,-2.9,-0.9,-3.0,0.8,-7.2,-0.7,2.3,-9.6
Cc1ccc(Cn2cc(COC(=O)N3CCCC3)nn2)cc1,.,-1.4,-0.3,-2.1,-3.9,.,.,-1.4,-3.2,0.1,-5.0
COc1ccccc1-c1c(C(F)(F)F)oc2c(CN(C)C)c(O)ccc2c1=O,1.9,4.4,-0.7,0.8,-2.1,-2.1,0.7,-12.8,6.3,-0.3,-32.4
CCC1Sc2ccc(S(=O)(=O)N3CCN(c4ccccc4)CC3)cc2NC1=O (configuration not stated),-2.0,1.4,-0.6,-2.5,-1.0,-0.8,0.8,-1.2,-11.2,-0.3,-5.6
Cc1cc(Cl)c(S(=O)(=O)Nc2ccc(Cl)cn2)cc1OCC(N)=O,0.9,-1.0,-1.1,-2.6,-1.2,0.0,1.3,0.2,-1.3,0.5,-8.1
COc1ccc(OCCN2CCN(C(=O)c3ccc(OC)cc3)CC2)cc1,-1.4,-2.6,-1.9,-3.7,-3.8,-0.8,-2.8,-4.0,-3.0,-1.0,-5.4
Cc1cc2c(cc1C)-n1nnnc1C(N1CCN(c3ncccc3C#N)CC1)C(=O)N2 (configuration not stated),.,0.3,-0.4,1.4,-1.8,-0.3,.,-15.4,-13.7,0.5,-57.2
Cc1nc(C)c(C(=O)NCCC(c2ccccc2)c2ccccc2)o1,0.5,-3.6,-1.8,-5.9,-0.9,0.9,-1.6,0.3,3.3,-1.9,9.3
Cn1cc(S(=O)(=O)Nc2ccc(F)cc2F)c(=O)n(C)c1=O,-0.4,2.0,-0.8,-0.7,-0.7,-2.4,0.2,-3.3,1.2,0.7,-6.9
CCOC(=O)N1CCC(NC(=O)c2cc(C)c3c(C)nn(-c4ccccc4)c3n2)CC1,0.7,3.5,-1.3,-1.6,0.6,-1.3,0.8,-2.8,6.0,-0.1,1.0
Cc1cc(NC(=O)C(C)Sc2nnc(NCc3ccco3)s2)no1 (configuration not stated),1.2,2.2,-1.0,2.9,-0.2,-2.5,0.1,-6.2,0.3,1.5,-4.2
Cc1cc(C)n(CC2CC(=O)N(c3ccc(F)c(Cl)c3)C2=O)n1 (configuration not stated),0.5,2.7,-0.8,-2.0,0.3,0.6,1.2,-2.5,-5.0,0.4,4.1
CNCc1sccc1C,-1.2,-2.4,-1.5,6.7,-0.8,-0.1,0.8,1.6,-0.9,0.1,2.7
CCOc1ccc2cc(/C=C/C(=O)c3ccco3)c(Cl)nc2c1,2.8,3.5,-0.5,1.8,1.6,2.0,0.3,-169.4,12.3,0.0,i
COc1ccc(C(=O)CSc2nnc(-c3cccnc3)n2-c2ccc(C)cc2)cc1,.,5.3,-1.6,-2.5,0.5,.,.,-0.5,5.4,-0.9,-2.1
CCOc1ccc(S(=O)(=O)N2CCN(Cc3ccccc3)CC2)c2cccnc12,0.4,-3.3,-1.5,-2.6,-2.0,-0.9,0.2,-0.8,-0.1,-0.5,-5.2
O=C(COc1ccc2ccccc2c1)NC1CC1,3.8,5.3,0.0,3.0,-0.5,1.0,1.7,-1.2,3.6,1.9,5.0
O=C(C1=C(O)C(=O)N(CCN2CCOCC2)C1c1cccc(Br)c1)c1cc2ccccc2o1 (configuration not stated),-1.0,0.0,0.1,2.0,2.7,22.6*,0.4,-4.4,9.2,0.0,-9.2
O=C(COC(=O)CNC(=O)c1cccs1)Nc1ccccc1C(F)(F)F,0.0,1.5,-1.7,2.2,3.2,0.6,0.8,3.1,3.3,-0.1,0.3
Cn1c(CCC(=O)Nc2ccc(N3CCOCC3)cc2)nc(=O)c2ccccc21,2.5,2.8,-0.6,5.3,2.8,-3.0,-0.3,-6.9,-0.9,0.2,-9.3
COc1cc(NC2c3ccccc3C(=O)N2c2ccc(C)cn2)cc(OC)c1OC (configuration not stated),3.5,8.1,0.1,-0.2,2.0,-0.2,3.8,-1.4,-9.4,6.1*,-13.1
C[C@H]1COC(=O)[C@H](Cc2ccc(F)cc2)C/C=C\C[C@@H](CC(=O)NCCO)C(=O)N1,-0.7,0.8,-1.1,1.4,-0.5,-1.2,0.3,1.8,-0.6,0.6,7.7
CCCSc1nc(C)cc(C)c1C(N)=O,2.6,2.0,-1.3,6.8,-1.9,-1.4,-2.1,-1.9,-3.4,0.4,-2.5
COc1ccc(CC(=O)Nc2cc(C)on2)cc1,0.5,3.6,-0.7,-2.8,-0.8,0.6,0.4,-5.0,2.2,0.0,-12.9
N#Cc1cccc(C(=O)C(=O)N2CCCN(Cc3ccc(F)cc3)CC2)c1,.,-0.2,-1.4,-3.2,-0.8,0.5,.,-5.2,-0.2,-0.3,-10.0
Cc1cccc(C)c1Nc1nnc(SCC(=O)Nc2ncc(C(F)(F)F)cc2Cl)s1,4.6,-1.0,-1.7,-3.0,1.3,-0.5,-1.5,-1.9,-1.0,0.2,-2.0
Cc1ccc(NC(=O)CCNS(=O)(=O)c2cccs2)cc1F,1.1,1.9,-0.8,1.6,0.7,-0.4,1.1,-0.7,7.0,-0.2,1.5
O=S1(=O)CC(N2CCSCC2)CN1Cc1cn(Cc2cccc(Cl)c2)nn1 (configuration not stated),.,3.8,-0.8,-2.6,1.3,0.6,.,-2.7,0.6,3.0,-8.8
CN1CCc2c(sc3nc(NCCO)n(-c4cccc(Cl)c4)c(=O)c23)C1,-0.2,7.2,-0.8,0.8,1.4,-0.8,2.4,-122.2,10.4,0.7,-362.2
COc1ccc(C(=O)N/N=C\c2ccoc2)cc1,2.7,4.7,-0.6,2.1,-1.1,-3.1,0.2,-3.9,-0.3,0.2,-6.6
C[C@@H]1CN([C@H](C)CO)C(=O)c2cc(NC(=O)C3CCCCC3)ccc2O[C@@H]1CN(C)Cc1ccc(C(F)(F)F)cc1,1.0,-0.6,-1.4,-0.2,-0.5,-1.1,-0.4,4.4,1.8,0.1,-0.8
CCOC(=O)N1CCN(CC(=O)N2c3ccccc3CCc3ccccc32)CC1,0.0,-4.3,-1.7,3.3,-2.7,-1.6,0.9,-3.4,-5.0,-0.1,3.8
COc1ccc(C(=O)CCN2CCCCCC2)cc1,-6.6,-0.6,-0.8,-1.4,0.1,-0.2,1.0,-2.2,33.3,-0.6,-1.9

# 3 records drawn at random from the list so far, as already listed:
SMILES,GAA850 FXN act,hgDAF-12 ag,ssDAF12 agonist,SMARCA2 activ,hcDAF12 agonist,PG9 binder,DAX1 inh-1,ADAM17 inh,GC-A act,DAX1 inh-2,ADAM10 inh
Cc1noc(C)c1COc1cccc(C(=O)Nc2ccccc2N2CCOCC2)c1,-0.6,-2.5,-1.5,-0.2,-1.1,-0.3,-0.8,0.9,-6.5,-0.7,3.1
C[C@H]1COC(=O)[C@H](Cc2ccc(F)cc2)C/C=C\C[C@@H](CC(=O)NCCO)C(=O)N1,-0.7,0.8,-1.1,1.4,-0.5,-1.2,0.3,1.8,-0.6,0.6,7.7
O=C(NC12CC3CC(CC(C3)C1)C2)C1=COCCO1,1.2,0.2,-0.6,-2.4,-1.0,0.4,0.8,7.8,1.7,0.0,10.3
